STAT1 activator – activators of IFN-gamma induced STAT1 signaling; hit rate 2.6% among 200,000; NIH 3T3 STAT1-luciferase reporter, luminescence; 100% = IFN-gamma alone, no compound; activation (% of control), % at 5.5 µM;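 active means activation above the screen-wide mean activation plus 3 SD, cut at about 130% in these data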;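 further: raw ratio to IFN-gamma control signal so 100% means no change and 0% no light; values of inactives mirror those of a sister screen read the other way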
APP 5'UTR act – activates APP 5'UTR luciferase reporter; AID 1276; activation, % at 2 µM; hit rate 1% among 190,000; SH-SY5Y APP 5'UTR luciferase reporter, luminescence; zero percent = DMSO vehicle wells;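 active means activation above a set limit, based on mean plus 3 SD of controls, cut at about 140% in these data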; further: values of inactives mirror those of a sister screen read the other way
HMGR II inh – blocks class II HMG-CoA reductase of Enterococcus faecalis; purified E. faecalis HMGR, NADPH absorbance 340 nm kinetic; inhibition, % at 10 µM; hit rate 0.41% among 190,000; AID 1066;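 active means inhibition above a set limit, the median over all tested compounds plus 3 SD, cut at about 9.5% in these data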;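 further: enzyme runs in reverse so mevalonate oxidation gives rising NADPH absorbance; 0% = complete reaction with DMSO and 100% = background rate lacking mevalonate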
STAT3 act – activators of IL-6 induced STAT3 signaling | U3A cells, IL-6 STAT3-luciferase reporter, luminescence; 100% = signal with IL-6 EC80 alone | activation (% of control), % at 5.6 µM | hit rate 0.91% among 190,000 | AID 871;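 active means activation above the screen-wide mean of compound activation plus 3 SD, cut at about 130% in these data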;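 further: 0% = background luminescence of wells with medium and substrate only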
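Test system: STAT3-luciferase reporter U3A cells; Detection: reporter luminescence signal; Times: 1 h compound pre-exposure, 6 h IL-6 stimulation, 37 °C; Benchmarks: IL-6-only high control; Also added: IL-6 stimulus at 33 ng/mL final.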
Hsp70 activator – Hsp70 transcriptional activation, primary screen. HeLa Hsp70 promoter luciferase reporter, luminescence; scaled: vehicle 0, proteasome-inhibitor control 100%. activation, % at 10 µM. hit rate 0.04% among 200,000. AID 1203;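 active means activation above the mean across all tested compounds plus 3 SD, cutoff set per campaign, cut at about 5.5% in these data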;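 further: 100% = MG132 at 30 µM as the positive control and 0% = DMSO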
NF-kB neuron act – NF-kB expression increase, human neuronal cells; fold change at 12.5 µM; NF-kB reporter expression; stronger effect = higher value; hit rate 1.6% among 190,000; AID 1239; in the data active means fold change above about 3.3
STAT1 inh – inhibitors of IFN-gamma induced STAT1 signaling. NIH 3T3 STAT1-luciferase reporter, luminescence. inhibition, % at 5.5 µM. hit rate 0.35% among 200,000. AID 920;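 active means inhibition above a set limit, the mean inhibition across all tested compounds plus 3 SD, cut at about 34% in these data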;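 further: 0% = IFN-gamma with DMSO and 100% = IFN-gamma with 300 µM nifuroxazide; values of inactives mirror those of a sister screen read the other way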
STAT3 blocker – inhibitors of IL-6 induced STAT3 signaling. inhibition, % at 5.5 µM. hit rate 0.89% among 190,000. U3A cells, IL-6 STAT3-luciferase reporter, luminescence; host cell line lacks STAT1;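 active means inhibition above the mean inhibition across all screened compounds plus 3 SD, cut at about 44% in these data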;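 further: 0% = DMSO only wells and 100% = 100 µM nifuroxazide control wells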
DTT redox prof – compounds producing H2O2 with reducing agent – biochemical, NIH compound library profiling, artefact control for MLSCN library redox annotation, primary screen | DTT-dependent redox cycling H2O2, phenol red/HRP absorbance; 100% = 100 µM peroxide control, 0% = buffer | AID 878 | activation, % at 10 µM | hit rate 0.03% among 200,000;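 active means activation of at least 50% relative to the plate's high and low controls in the primary single-dose screen; inactive means activation below 50%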;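 further: compound incubated with DTT at 0.8 mM final as the reducing agent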
TLR4-MyD88 BLA – TLR4-MyD88 interaction inhibition in cells; O00206+Q99836; HeLa CL3-4 TLR4/MyD88 BLA complementation, FRET ratio; hit rate 0.18% among 200,000; inhibition, % at 8.4 µM; in the data active means inhibition above about 25%;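 further: 0% = vehicle and 100% = reference inhibitor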
Target sequence (O00206 whole entry, looked up): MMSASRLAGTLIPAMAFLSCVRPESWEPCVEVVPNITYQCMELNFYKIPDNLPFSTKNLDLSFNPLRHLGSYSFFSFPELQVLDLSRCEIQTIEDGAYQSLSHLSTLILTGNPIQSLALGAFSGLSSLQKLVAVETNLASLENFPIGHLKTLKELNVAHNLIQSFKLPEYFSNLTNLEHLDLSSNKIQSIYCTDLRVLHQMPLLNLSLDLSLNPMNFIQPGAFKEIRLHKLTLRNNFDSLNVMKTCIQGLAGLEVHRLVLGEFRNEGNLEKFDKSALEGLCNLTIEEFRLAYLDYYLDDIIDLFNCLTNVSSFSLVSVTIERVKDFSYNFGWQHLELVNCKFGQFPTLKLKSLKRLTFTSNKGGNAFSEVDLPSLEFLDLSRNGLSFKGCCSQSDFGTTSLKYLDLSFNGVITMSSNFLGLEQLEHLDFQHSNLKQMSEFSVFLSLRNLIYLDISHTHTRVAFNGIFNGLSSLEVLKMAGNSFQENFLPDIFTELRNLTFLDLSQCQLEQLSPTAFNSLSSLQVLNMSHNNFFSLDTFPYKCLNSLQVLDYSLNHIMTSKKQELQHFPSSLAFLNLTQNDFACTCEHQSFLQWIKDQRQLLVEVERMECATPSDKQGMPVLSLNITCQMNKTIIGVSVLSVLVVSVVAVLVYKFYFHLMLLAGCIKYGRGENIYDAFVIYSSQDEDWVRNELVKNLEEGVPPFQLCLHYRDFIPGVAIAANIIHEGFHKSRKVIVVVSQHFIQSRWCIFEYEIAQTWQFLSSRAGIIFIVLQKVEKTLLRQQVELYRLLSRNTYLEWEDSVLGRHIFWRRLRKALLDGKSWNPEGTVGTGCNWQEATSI
Target sequence (Q99836 whole entry, looked up): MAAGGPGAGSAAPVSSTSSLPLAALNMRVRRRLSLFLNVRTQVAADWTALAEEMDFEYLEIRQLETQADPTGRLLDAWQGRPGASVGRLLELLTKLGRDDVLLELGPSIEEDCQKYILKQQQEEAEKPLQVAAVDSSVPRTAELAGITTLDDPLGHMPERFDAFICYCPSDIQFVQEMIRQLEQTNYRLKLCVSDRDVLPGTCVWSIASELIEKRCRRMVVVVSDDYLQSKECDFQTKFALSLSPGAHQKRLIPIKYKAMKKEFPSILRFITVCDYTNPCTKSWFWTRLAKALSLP
Active calls of the source: *; nt = not tested or not shown. The order is random; about 5.6% have a hit in one of these screens.

SMILES	STAT1 activator	APP 5'UTR act	HMGR II inh	STAT3 act	Hsp70 activator	NF-kB neuron act	STAT1 inh	STAT3 blocker	DTT redox prof	TLR4-MyD88 BLA
Cc1cc2ccccc2c(=O)n1CC(=O)N(C)c1ccc(F)cc1	95.6	5.5	-8.2	101.7	-0.4	0.96	4.7	0.7	-0.2	-5.9
COc1ccc(S(=O)(=O)Nc2cc(Sc3ncn[nH]3)c(O)c3ccccc23)cc1	89.1	-8.8	1.3	118.9	-0.4	0.18	11.9	-24.8	1.3	-12.4
COCCNC(=O)C(c1ccc(C)o1)N(C(=O)c1snc(C(N)=O)c1N)c1ccc(C)cc1 (configuration not stated)	101.8	-15.1	-2.0	112.1	-0.3	0.86	-2.0	-9.4	2.4	-25.0
CCc1ccc2nc(-c3cccc(C)c3)nc(SCC(=O)NCC3CCCO3)c2c1 (configuration not stated)	103.2	0.7	2.0	105.1	0.0	0.99	-3.5	-0.9	-2.2	-7.0
O=C(N/N=C/c1ccc(O)c(O)c1)c1ccc(CSc2cccc3cccnc23)cc1	98.5	-6.4	-0.8	97.6	0.0	0.85	1.7	4.5	0.1	-3.1
CC(C)OC(=O)C(NC(=O)c1ccccc1)=C1CCCCC1	95.1	7.6	-5.1	91.2	-0.4	1.12	5.4	15.7	0.0	-21.9
CCOCCCNC(=O)CN(Cc1ccc(Cl)cc1)S(C)(=O)=O	108.6	29.5	2.2	101.0	0.0	1.4	-9.4	1.6	1.9	-9.8
OCCCc1ccc(O)c(O)c1	94.3	8.4	1.2	nt	0.3	1.1	5.0	nt	0.1	-4.3
Cc1cccc(N2CCN(C(=O)c3ccccc3NC(=O)C3CCCCC3C(=O)O)CC2)c1 (configuration not stated)	101.1	4.8	-7.0	104.7	0.2	1.18	-1.2	-6.0	0.4	0.8
CC1(c2ccccc2)NC(=O)N(CC(=O)Nc2cccc(C#N)c2)C1=O (configuration not stated)	110.0	6.5	-4.3	101.7	-0.5	0.96	-12.7	2.3	-0.4	-6.2
O=C(c1ccco1)N1CCC(c2ccccc2)C1 (configuration not stated)	114.8	16.4	-1.1	91.7	-0.3	1.75	-16.2	17.1	-0.5	4.3
S=C(Nc1ccc(Br)cc1)NC1CCCC1	105.9	22.6	-2.0	98.1	0.0	1.48	-6.5	5.8	0.1	-3.9
COc1ccc(N(C(=O)COc2ccccc2)C2C=CS(=O)(=O)C2)c(OC)c1 (configuration not stated)	96.0	4.2	-2.5	109.7	-0.2	1.2	4.4	-7.4	0.7	6.7
COc1ccc(C(=O)NCC(=O)OCC(=O)N2CCC(C)CC2)cc1OC	109.2	22.1	-1.6	111.1	-0.1	1.27	-11.5	-5.8	-1.6	-6.3
COc1ccccc1CNC(=O)C1CCN(S(=O)(=O)c2ccc3c(c2)OCCCO3)CC1	101.8	-0.1	-3.9	104.2	-0.3	0.88	-1.9	-5.4	0.2	11.4
CCCOc1ccc(C(=O)Nc2cc(-c3nn4c(C)nnc4s3)ccc2C)cc1	97.6	1.2	3.0	96.4	-0.1	1.23	2.7	9.2	-0.3	13.0
COc1cc(C2CC(=O)N3CN(Cc4ccccc4)CSC3=C2C#N)ccc1OCc1ccccc1 (configuration not stated)	99.2	9.3	-5.8	99.6	-0.1	1.22	0.8	9.0	-0.3	-5.7
O=C(COC(=O)c1ccccc1Oc1ccccc1)NC1CC1	101.8	4.7	-4.1	100.3	-0.1	1.18	-3.9	3.4	-0.7	-12.1
Cc1ccccc1NC(=O)CN1C(=O)S/C(=C\c2ccc(-c3cc(C(=O)O)ccc3C)o2)C1=O	104.3	23.4	0.3	103.8	-0.3	0.89	-7.7	0.3	0.0	2.5
CN=C(Nc1ccc(C(=O)OC)s1)c1ccccc1	99.9	-10.8	4.0	101.0	0.1	0.98	-2.0	7.5	-0.8	-17.0
CCOCc1cnc(C)nc1NCC(=O)c1c(C)[nH]c2ccccc12	107.6	-3.6	-2.4	104.7	-0.4	1.03	-8.3	-1.4	1.9	-12.3
Cc1noc(C)c1S(=O)(=O)N1CCC(C(=O)N2CCC(N3CCCCC3)CC2)CC1	nt	-13.1	1.8	nt	nt	0.93	nt	nt	-1.3	nt
O=C(CSc1nc2ccccc2c(=O)n1-c1ccccc1F)Nc1ccc2c(c1)CCC2	103.3	-9.2	-4.5	103.3	0.1	1.14	-3.7	-3.9	1.5	1.2
Cc1ccc(-c2nc(CSc3nc4ccccc4c(=O)n3C)cs2)cc1	96.1	17.4	3.1	104.7	-0.2	2.17	4.3	-3.1	2.3	0.6
COc1ccc(-c2nnc(SCC(=O)c3ccc(C)o3)o2)cc1	108.7	13.6	-6.3	93.1	0.6	1.66	-9.4	11.0	3.7	-8.6
COc1cc(C2c3c(oc4ccccc4c3=O)C(=O)N2Cc2ccco2)ccc1O (configuration not stated)	95.4	22.4	-3.1	96.1	-0.4	0.83	5.0	8.6	3.9	-1.2
COC(=O)Nc1ccc([N+](=O)[O-])cc1OC	104.7	-14.6	-4.7	90.7	-0.4	1.15	-5.2	10.2	0.2	13.8
O=c1cc(CSc2nnc(-c3cccs3)n2Cc2ccccc2)nc2sc3ccccc3n12	78.8	-5.2	-5.7	53.2	-0.6	0.55	23.1	60.0*	-1.6	13.8
O=C1OCC2=C1C(c1ccc(Cl)cc1)CC(=O)N2c1ccc(F)cc1 (configuration not stated)	99.3	-4.4	-1.9	98.4	-0.1	1.28	2.4	6.8	-0.2	-9.4
CC(=O)N1CCCc2cc(S(=O)(=O)N3CCN(c4ccccn4)CC3)ccc21	91.7	-9.2	-1.3	89.3	-0.3	0.97	10.1	18.8	-3.6	7.7
CN(C)S(=O)(=O)c1cc(NC(=O)CN2C(=O)NC3(CCCc4ccccc43)C2=O)ccc1Cl (configuration not stated)	97.9	-10.3	-1.0	105.2	-0.3	0.66	2.3	-3.6	-0.9	1.9
CC1CCc2nn(CC(=O)NCCCN3CCCCC3)cc2C1 (configuration not stated)	nt	-5.0	-2.2	nt	nt	1.6	nt	nt	-1.6	nt
COc1ccc(C)cc1NC(=O)C(CCS(C)(=O)=O)NC(C)=O (configuration not stated)	104.1	13.6	2.0	109.8	0.6	0.99	-4.6	-2.7	-0.9	-7.1
O=C(CSc1nnc(-c2ccncc2)n1Cc1ccccc1)NC1CCCc2ccccc21 (configuration not stated)	104.6	-5.4	-2.9	100.8	-0.1	1.09	-5.2	-3.6	0.1	5.9
CCOC(=O)CNC(=O)CSc1nc2nc(C)c(Br)cc2[nH]1	94.4	-5.0	-6.2	105.8	-0.3	1.23	6.2	-3.0	0.1	-3.7
CCOC(=O)N1CCN(C(=O)c2cn(CCOC)c(=O)c3c2c2ccccc2n3C)CC1	92.8	2.1	1.6	102.5	-0.2	0.75	7.9	2.4	0.5	-10.9
Cc1ccc(S(=O)(=O)N(C)CC(=O)Nc2ccccc2)cc1	86.5	-1.4	-3.5	100.0	-0.3	1.05	14.5	5.9	0.5	4.6
Cc1c(OC(=O)c2ccc([N+](=O)[O-])cc2)c2c(c[n+]1C)COC(C)(C)OC2	106.3	-2.4	-1.7	113.7	0.1	1.16	-6.9	-10.7	-2.4	-15.7
NC(=O)c1cc[n+](CC2=C(C(=O)O)N3C(=O)[C@@H](NC(=O)C(c4ccccc4)S(=O)(=O)[O-])[C@H]3SC2)cc1 (some centres not stated)	103.1	1.1	-3.1	101.8	-0.2	1.15	-3.5	0.4	2.0	-17.2
CCCCNC(=O)CCn1c(=O)c2ccccc2n(Cc2ccc(F)cc2)c1=O	94.5	-10.2	-2.5	102.6	-0.4	1.07	6.2	-5.5	0.0	-11.3
Cc1ccc(CNC(=O)CCCn2c(=O)[nH]c3ccccc3c2=O)cc1	96.4	4.4	-1.9	99.5	-0.2	0.7	4.0	4.6	0.6	-4.3
Cc1nn2cc(-c3cccc(Cl)c3)cnc2c1Cl	119.6	77.9	5.1	92.7	0.0	1.1	-22.7	15.0	-2.0	2.2
COc1ccc2nc(N3C(=O)CC(Cc4ccc(C)cc4)C3=O)sc2c1 (configuration not stated)	99.1	-2.0	-2.0	97.4	-0.1	1.02	1.0	0.6	0.3	4.7
O=C(N/N=C/c1ccccn1)c1cc(-c2ccncc2)nc2ccccc12	100.4	-26.9	-0.7	105.0	-0.2	0.9	-1.0	-4.7	-0.3	2.4
Cc1cc(C)cc(NC(=O)Cn2cc3c(n2)CCCCC3)c1	102.3	-11.8	-2.1	106.2	0.5	1	-2.5	1.8	-0.9	-7.9
CCOC(=O)c1c(NC(=O)CSc2ccccc2C(=O)O)sc(C)c1C	96.5	-18.8	-2.4	102.3	-0.2	1.2	1.9	-0.5	0.0	-5.4
Cc1cc(Br)ccc1SCC(=O)OCC(=O)NC1CC1	100.3	-11.4	-0.4	99.2	-0.2	1.09	1.4	5.9	0.1	-0.9
O=C(/C=C/c1ccc(Cl)c(Cl)c1)N1CCc2ccccc21	120.4	42.3	-4.5	102.8	-0.1	1.38	-22.5	-3.8	2.0	-18.1
Cc1ccc(-n2c(SCC(=O)Nc3ccc4c5c(cccc35)CC4)nc(O)cc2=O)cc1	107.7	-5.8	5.8	98.2	-0.3	0.95	-8.7	-0.1	0.1	-10.0
CCOC(=O)c1cc(NC(=O)c2cccs2)ccc1N1CCOCC1	110.9	17.2	-7.2	101.2	-0.4	1.01	-10.9	-0.8	-0.8	-4.4
CC(C)C(=O)NCCc1nc2ccccc2n1CCOc1ccccc1	97.3	2.5	-6.3	98.8	-0.2	1.22	3.0	-0.1	0.2	-8.8
Cc1cc2ccccc2n1CCNC(=O)C(C)Oc1ccccc1 (configuration not stated)	95.3	9.7	-4.1	105.3	0.0	0.81	5.2	2.5	-0.7	2.2
O=C1N=C(c2ccccc2)S/C1=C\c1cccs1	100.3	25.2	-3.0	102.5	-0.3	1.13	-0.3	2.8	0.5	4.9
CC(C)c1ccc2c(c1)C(=O)NC(C)(C)C2	99.0	15.7	1.7	97.9	0.1	2.08	1.1	11.0	-3.0	-1.4
CC1(C)C(=O)C2(CCCCC2)C(=O)OC1c1ccc(O)cc1 (configuration not stated)	95.0	3.0	-3.6	96.5	-0.3	0.79	5.5	7.0	4.2	1.4
CN(C(=O)CCN1C(=O)C2C3C=CC(C3)C2C1=O)c1ccccc1 (configuration not stated)	98.2	12.6	0.1	94.4	0.0	nt	2.4	12.2	-0.5	3.5
CCCCC(=O)Nc1ccccc1C#N	101.5	5.0	-6.7	97.3	0.1	1.12	-1.6	11.3	-0.7	5.4
CN(Cc1ccno1)C(=O)CC1C(=O)NCCN1CC(c1ccccc1)c1ccccc1 (configuration not stated)	101.7	-7.9	-4.5	102.3	0.1	1.09	-2.8	8.9	1.1	-5.1
CCn1c(/C=N/NC(=O)c2ccc(OC)cc2)nc2ccccc21	98.6	-10.9	-1.2	86.8	-0.1	0.69	1.5	18.5	0.1	4.6

Bioassay records (PubChem BioAssay)
